From PubChem
LGR2 inh: blocks bursicon-induced cAMP signaling via Drosophila LGR2. HEK293 LGR2, CRE-luciferase, bursicon-stimulated, 4 h. inhibition, % at 9.99 µM. hit rate 0.35% among 380,000. AID 720647;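 active = drop in luminescence signal, shown as inhibition above about 50% in the replicate tests, limit read from the data, passing the limit was not always enough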;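 note: agonist challenge used bursicon conditioned medium at about half maximal strength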
Cneo AK release: Cryptococcus neoformans lysis via adenylate kinase release. lysis activity, % at 15 µM. hit rate 0.2% among 360,000. AID 651654. C. neoformans lysis, adenylate kinase release luminescence, 4 h; normalised: neutral wells 0, clomiphene wells 100;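 active = mean lysis activity across replicates of at least 80%, whatever share of replicates individually reach that level; inactive = mean lysis activity below 80%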
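Signal: Adenylate kinase release luminescence | Assay system: Log-phase Cryptococcus neoformans yeast cells | Input: Cells at 5 × 10^6 per mL | Buffer or medium: Fresh YPD growth medium | Compound: Single dose | Schedule: Static 4 h at 37 °C with compound, 1 h detection | Controls: Clomiphene | Read-out: Luminescence rise reflecting yeast cell lysis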
GSIS activator: primary screen for activators of insulin secretion dependent on glucose, INS-1E cells, GLuc reporter luminescence | INS-1E GLuc reporter insulin secretion, 2-3 h | activation, % at 16.6 µM | hit rate 0.61% among 370,000;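 active = lowest replicate activation of at least 40%, so every replicate reaches that level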;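 note: 0% = median of neutral control wells and 100% = median of IBMX positive control wells; some compounds called inactive have numbers as strong as hits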
Statin myotox sup: suppressors of simvastatin-induced myotoxicity in C2C12 myotubes; AID 602340; ATP luminescence, 48 h; scaled: DMSO 0, geranylgeraniol control 100; rescue of ATP level, % at 7.49 µM; hit rate 0.78% among 330,000;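 active = mean ATP rescue above about 67%, or every replicate alone reaching that limit, limit read from the data, passing the limit was not always enough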;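 note: myotubes were challenged with 10 µM simvastatin during compound exposure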
PGC1a acetyl inh: PGC1a acetylation modulation, inhibitor mode. hit rate 0.17% among 350,000. inhibition, % at 15.6 µM. U2OS PGC1a acetylation, AlphaScreen anti-acetyl-lysine; with virally co-expressed GCN5 acetyltransferase;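 active = every replicate shows inhibition of at least 40%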;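 note: 0% = neutral control wells and 100% = positive control wells; some results beyond the cut were filed as inactive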
ARNT-TACC3 inh: ARNT/TACC3 interaction disruption; AlphaScreen His-ARNT PAS-B/GST-TACC3 binding, luminescence; TACC3 fragment carries E629A point mutation; inhibition, % at 9.99 µM; hit rate 0.66% among 390,000; AID 623870;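 active = mean inhibition of replicates at least 50% and at least half of replicates each reaching 50%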;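 note: 0% = complete ARNT plus TACC3 wells and 100% = ARNT alone without TACC3; many hits fall short of the cut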
PglD inh: blocks C. jejuni PglD acetyltransferase activity. purified PglD enzyme, DTNB colorimetric CoA detection. inhibition, % at 12.5 µM. hit rate 0.098% among 360,000; in the data active = inhibition above about 16%, passing the limit was not always enough; note: strong numbers were not always called active
PAX8 inh HTS: PAX8 transcriptional activity inhibition; hit rate 1.2% among 360,000; RMG-I TPO-luciferase reporter, SteadyGlo, 24 h; AID 652154; inhibition, % at 12.6 µM;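 active = mean replicate inhibition at least 60% with every replicate also reaching 60%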;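 note: luciferase light reporting Pax8 driven TPO promoter activity; plate controls were median of neutral control wells for no effect and mitoxantrone controls for full effect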
Numbers without * were called inactive; / = no result given.

Molecule	LGR2 inh	Cneo AK release	GSIS activator	Statin myotox sup	PGC1a acetyl inh	ARNT-TACC3 inh	PglD inh	PAX8 inh HTS
Cc1nn(Cc2ccccc2)c(Cl)c1C(=O)NCCc1ccccc1	-83	-2	-9	/	-24	14	-4	-187
CCCC(=O)Nc1ccccc1NC(=O)c1ccc2c(c1)OCO2	4	0	-1	2	/	-2	0	-4
C/C=C/c1ccc([C@@H]2[C@@H](CNC(=O)C3CC3)N(C(=O)CC)[C@H]2CO)cc1	0	93*	8	1	-4	-9	5	-47
O=C(Cn1nnc(-c2ccc3c(c2)OCO3)n1)Nc1ccccc1C(=O)O	-13	0	2	/	/	0	0	-52
O=C(C1CCN(S(=O)(=O)c2ccc(F)cc2)CC1)N1CCCC(C(F)(F)F)C1 (stereo unspecified)	-4	1	-16	-4	-7	-3	-3	-12
NN=C1c2ccccc2C(=O)C1C(=O)C(c1ccccc1)c1ccccc1 (stereo unspecified)	-20	0	33	-6	-4	0	-3	-1
CCOC(=O)C1=C(C)N(C)C(C)=C(C(=O)OCC)C1c1ccncc1	/	0	/	4	-27	-3	-12	/
COc1ccccc1N(C)S(=O)(=O)c1ccc(C(=O)NCCc2ccc(F)cc2)cc1	-15	3	-3	-8	-10	-6	-4	4
N#Cc1cc(-c2ccccc2)nc(N2CCNCC2)n1	-1	/	10	/	/	2	/	40
Cn1c(SCC(=O)NC2CC2)nnc1-c1ccccc1	-2	1	1	-7	/	4	5	-1
Cc1ccc(NC(=O)c2cc(-c3ccccc3O)n[nH]2)cc1Cl	-16	0	10	-20	8	-4	2	-89
CCCCCOC(=O)C1=C(C)NC(=O)NC1c1ccccc1OCC (stereo unspecified)	/	2	/	6	-1	-6	0	/
Cc1cc(Cl)ccc1OCC(=O)NNC(=O)C1CCN(c2ncnc3sc(C)c(C)c23)CC1	-5	3	-8	8	/	/	0	8
OC(COc1c(Br)cc(Br)cc1Br)CN1CCOCC1 (stereo unspecified)	-9	29	35	-1	-7	1	10	/
CCCOC(=O)c1[nH]c2c(c1C)C(=O)CC(c1cc(OC)c(OC)c(OC)c1)C2 (stereo unspecified)	5	-2	0	-5	/	3	0	35
COc1cccc(NC(=O)N(C)C[C@H]2Oc3ncc(C4=CCCCC4)cc3C(=O)N([C@@H](C)CO)C[C@H]2C)c1	17	-4	-10	14	2	6	0	/
CCc1ccc(CN(C)CCc2ccccn2)cc1	7	0	19	-9	-3	-8	0	/
COc1cccc(CNc2ncnc3cc(Cl)ccc23)c1	7	/	15	/	/	25	/	32
O=C(Nc1ccc2nn(-c3ccc(F)cc3)nc2c1)c1cccnc1	-34	/	-3	/	-23	-2	/	-36
CN(C)NC1=CC(=[N+]2CCCC2)CC(C)(C)C1	7	/	3	/	-2	3	/	5
CC(C)NC(=O)c1ccc2sc([C@@H]3O[C@H](CO)[C@H](O)[C@H](O)[C@H]3O)nc2c1	-9	0	8	15	1	/	-2	6
Cc1c[nH]c2cccc(OCC(CNC(C)(C)C)OC(=O)c3ccccc3)c12 (stereo unspecified)	-5	-2	-22	34	7	1	4	-4
COc1ccc(N(CC(=O)NC2CCCC2)C(=O)Cn2nnc(-c3ccc(F)cc3)n2)cc1	17	4	-12	53	-10	0	-3	11
CN(C)C(=O)CCc1ccc2c3c([nH]c2c1)[C@]1(C)[C@@H](C(=O)N2CCOCC2)C[C@H](CC(=O)NC(C)(C)C)C(=O)N1CC3	-3	-2	-1	3	/	0	-2	-3
CC1CCCC(NC(=O)CSc2ncccc2C(=O)O)C1C (stereo unspecified)	14	2	8	6	/	-3	-1	/

Overlap with the part before: 3 entries, then new ones.
Molecule	LGR2 inh	Cneo AK release	GSIS activator	Statin myotox sup	PGC1a acetyl inh	ARNT-TACC3 inh	PglD inh	PAX8 inh HTS
COc1ccc(N(CC(=O)NC2CCCC2)C(=O)Cn2nnc(-c3ccc(F)cc3)n2)cc1	17	4	-12	53	-10	0	-3	11
CN(C)C(=O)CCc1ccc2c3c([nH]c2c1)[C@]1(C)[C@@H](C(=O)N2CCOCC2)C[C@H](CC(=O)NC(C)(C)C)C(=O)N1CC3	-3	-2	-1	3	/	0	-2	-3
CC1CCCC(NC(=O)CSc2ncccc2C(=O)O)C1C (stereo unspecified)	14	2	8	6	/	-3	-1	/
C[C@@H]1CN([C@H](C)CO)C(=O)Cc2cc(NC(=O)Nc3ccc4c(c3)OCO4)ccc2O[C@@H]1CN(C)Cc1ccncc1	16	2	2	-2	0	1	-6	15
COc1ccc(-c2noc(CCC(=O)NC3CCCCC3)n2)cc1	-7	-1	9	-3	6	-1	1	-13
COC(=O)C1=C(C)N(c2ccccc2)/C(=C/c2cccs2)C1=O	1	-6	/	/	0	2	4	/
Cc1ccc(S(=O)(=O)Nc2cccc(-c3ccc(N4CCCCCC4)nn3)c2)cc1C	-49	-13	4	6	-8	-26	-1	-130
CCCN(CC1COc2ccccc2O1)C(=S)Nc1ccc(C)cc1 (stereo unspecified)	-9	12	-25	-38	/	-1	-8	10
O=C(CCN1CCC(c2ccccc2)C1)c1ccccc1 (stereo unspecified)	-6	0	10	41	1	1	1	/
O=C(CN(Cc1ccccc1)S(=O)(=O)c1ccc(Br)cc1)NCc1ccco1	0	0	-19	-6	11	-3	4	/
CC(Oc1ccc2ccccc2c1)C(=O)NNC(=O)Nc1ccccc1F (stereo unspecified)	14	3	-15	9	/	-15	0	12
Cc1cc(NC(=O)c2c(F)cccc2Cl)n(-c2nc3ccccc3[nH]2)n1	/	-1	/	9	-8	-5	-1	/
CCCCCC(=O)N1CC2(C)CN(C(=O)CCCCC)CC(C)(C1)C2=O	/	-3	/	/	16	-5	3	/
Cc1nnc(NC(=O)C23CC4CC(C)(CC(C)(C4)C2)C3)s1	1	-1	-7	13	-4	-3	-1	3
COc1cccc(Cn2c(=O)sc3ccccc3c2=O)c1	-10	/	5	/	-5	-5	/	-8
COCCN(C(=O)COC(=O)c1ccc2ccccc2c1)c1c(N)n(Cc2ccccc2)c(=O)[nH]c1=O	-11	1	/	-21	-4	/	3	23
CCOc1ccc(NC(=O)CN(C)C(=O)C2CC(=O)N(c3cccc(SC)c3)C2)cc1OCC (stereo unspecified)	-5	0	-8	13	/	43	-2	2
CCOC(=O)Cc1csc(NC(=O)/C=C/c2ccccc2Cl)n1	-25	-5	-8	-11	/	-12	4	-33
Nn1c(SCC(=O)N2CCCCCC2)nnc1-c1ccco1	7	2	-15	3	/	-9	3	-1
O=C(CCCOC(=O)c1ccc(O)cc1O)c1ccc(Br)cc1	-17	-2	7	8	0	/	-1	-8
CCN1CCN(Cc2c(C)[nH]c3ccc(C(=O)OC)cc3c2=O)CC1	/	8	/	1	9	2	-2	/
O=S(=O)(NCc1cccnc1)c1ccc(Cl)c(Cl)c1Cl	/	-1	/	-1	19	5	4	/
C=CCOc1ccc(Cl)cc1CNC1CCCC1	6	/	-4	/	-3	-2	/	-9
C[C@H]1CN([C@@H](C)CO)C(=O)Cc2cc(NS(=O)(=O)c3cn(C)cn3)ccc2O[C@H]1CN(C)S(=O)(=O)c1ccc(Cl)cc1	-24	35	9	-5	0	7	-1	0
CCN1CCN(S(=O)(=O)c2ccc(Cl)c(C(=O)NC3CCCCC3)c2)CC1	19	-2	8	-4	/	0	0	3
O=C(c1ccccc1)c1cc(F)c(N2CCOCC2)cc1Cl	/	-1	/	20	-7	-16	-2	/
Cc1ccc(NC2(C#N)C(=O)Nc3ccccc32)cc1C (stereo unspecified)	-28	19	14	-5	1	3	-1	-9
Cc1ccc(S(=O)(=O)N2CCOCC2)cc1NC(=O)COC(=O)c1cncc(Br)c1	9	2	2	-5	-4	20	3	-6
Cc1cc2nc(-c3ccc(SCC(=O)N4CCOCC4)nc3)[nH]c2cc1C	-50	-4	1	-86	9	-8	-6	/
COc1cc(C(CC(=O)Nc2ncccc2C)N2Cc3ccccc3C2=O)cc(OC)c1OC (stereo unspecified)	1	-2	-1	-2	1	2	8	-7
CCc1ccccc1Nc1nc2ccccc2n1C(C)C	-13	23	0	-1	-15	-7	0	-2
COc1ccc(S(=O)(=O)Nc2ccc3c(c2)C(=O)N([C@H](C)CO)C[C@H](C)[C@@H](CN(C)C(=O)Nc2ccccc2)OCCCC[C@@H](C)O3)cc1	1	1	-4	/	4	-11	-1	-2
CNS(=O)(=O)c1cn(CC(=O)NCc2ccc(F)cc2)cc1S(=O)(=O)NC	-1	2	-6	-2	4	-4	7	12
CC(=O)NNc1cccc(Cl)n1	/	-2	/	-7	-20	-11	-6	/
CCOc1ccccc1N1CCN(C(=O)c2cc3c(s2)CCC3)CC1	/	3	/	15	-16	-8	2	/
COc1ccc(NC(=O)CN(C)CC(=O)Nc2ccc(Cl)c(S(=O)(=O)N(C)C)c2)cc1	-11	1	-35	10	-7	4	-1	6
COc1ccc(CNC(=O)C2CC(c3ccc(C(F)(F)F)cc3)=NO2)cc1 (stereo unspecified)	-12	-1	8	-2	/	2	-1	-4
COc1cc(OC)cc(-c2c(C#Cc3ccsc3)c3cc(-c4cccc5[nH]cc(C=O)c45)ccc3n2C)c1	17	2	11	-8	/	-4	-1	31
Cc1onc(-c2c(F)cccc2Cl)c1C(=O)Nc1cc(S(=O)(=O)N2CCCCC2)ccc1O	11	-1	-73	-106	/	5	0	22
CCOc1ccc(N2CC(C(=O)NC(C)C)CC2=O)cc1 (stereo unspecified)	/	-2	/	4	-2	29	1	/
Cc1cc(C)c(S(=O)(=O)c2ccc(Cl)cc2)c(Cl)n1	6	/	34	/	1	-2	/	9
CCCN1C[C@@H](C)[C@@H](OC)CN(C)C(=O)c2cc(NC(=O)NC3CCCCC3)ccc2OC[C@H]1C	-2	-1	-4	-14	/	-6	1	9
CCCCN(C)C(=O)c1ccc2c(c1)S(=O)(=O)c1ccccc1C2=O	-13	-2	26	-3	/	-1	-5	3
CNC(=S)N/N=C/c1cn(Cc2ccc(F)cc2)c2ccccc12	21	/	-8	/	/	0	/	15
CCN(CCn1cccn1)C(=O)c1ccc2nc(Cc3ccc(OC)cc3)oc2c1	5	-1	11	6	25	8	6	-25
O=C(NC1CCCC1)N1CCCCN2[C@H](CO)[C@H](c3ccc(-c4cncnc4)cc3)[C@H]2C1	-3	-3	13	/	6	-4	4	-24
CC(=O)Nc1ccc(S(=O)(=O)Nc2ccc3c(c2)CCC3)cc1	-8	1	-35	9	-1	-1	-1	5
CC(=O)c1c(C)[nH]c(C(=O)OCC(=O)Nc2cccc(S(=O)(=O)N(C)C)c2)c1C	5	-1	19	-23	4	-1	-2	-11
CC12c3ccccc3C(c3ccccc31)C1C(=O)N(Cc3cccnc3)C(=O)[C@H]12 (stereo partly specified)	1	-3	-1	/	1	-6	1	4
CCOc1ccc(C2NC(=O)c3ccccc3O2)cc1OC (stereo unspecified)	2	1	9	-3	/	-1	-4	12
Cc1ccc(NC(=O)c2cc(NC(=O)/C=C\C(=O)O)ccc2N2CCCCC2)cc1	-14	-3	6	/	/	-1	/	14
C[C@@H]1CN([C@H](C)CO)C(=O)CCCn2cc(nn2)CO[C@@H]1CN(C)S(=O)(=O)c1ccc(Cl)cc1	-2	5	0	-16	-8	-4	2	/
OCCC1CN(Cc2cccc3nccnc23)CCN1Cc1ccc(F)cc1 (stereo unspecified)	1	/	10	-5	11	/	/	4
